Screening results deposited in PubChem by several laboratories.
HTR1E antagonist: 5-HT1E receptor antagonists, primary screen, cell-based, HTS. CHO 5-HT1E Ga15 NFAT-bla reporter, FRET, antagonist. AID 571, 2007. inhibition, % at 6 µM. 65,000 compounds, 0.99% hits;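 active = inhibition above a set limit, the mean inhibition across every tested compound plus 3 SD, cut at about 29% in these data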;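 also: signal is the 460 over 535 nm emission ratio of beta-lactamase substrate; 0% = agonist plus DMSO wells and 100% = wells without agonist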
MMP-13 inhibitor: human MMP13 inhibitors, primary screen, biochemical, FRET peptide cleavage; AID 570, 2006; 65,000 compounds, 0.07% hits; Collagenase 3 (Homo sapiens), P45452; inhibition, % at 4 µM; MMP-13 fTHP FRET cleavage, Mca fluorescence;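 active = inhibition above the mean of compound-free control plate wells plus 3 SD, cut at about 14% in these data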;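 also: 0% = DMSO wells and 100% = wells with reference MMP-13 inhibitor after basal subtraction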
HTR1A agonist: human 5-HT1a receptor agonists, primary screen, cell-based, CHO, Ga15 NFAT-bla reporter; 65,000 compounds, 0.56% hits; CHO 5-HT1a Ga15 NFAT-bla reporter, FRET ratio; 0% basal, 100% maximal reference agonist; AID 567, 2006; 5-hydroxytryptamine receptor 1A (Homo sapiens), P08908; activation, % at 10 µM;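 active = activation above the screen-wide mean activation plus 3 SD, cut at about 19% in these data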;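 also: 0% = DMSO wells and 100% = 5-CT at EC100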
5HT1a antag: human 5-HT1a receptor antagonists, primary screen, cell-based, CHO, Ga15 NFAT-bla reporter | inhibition, % at 10 µM | 5-hydroxytryptamine receptor 1A (Homo sapiens), P08908 | AID 612, 2007 | 62,000 compounds, 0.68% hits | CHO 5-HT1a Ga15 NFAT-bla reporter, antagonist mode;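 active = inhibition above the mean of all tested compounds plus 3 SD, cut at about 43% in these data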;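 also: receptor stimulated by 5-CT agonist at 100 nM near EC80; beta-lactamase reporter measured by ratiometric fluorescence of a cleavable substrate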
SF1 activator: activators of human SF-1, primary screen, cell-based, CHO-K1, Gal4-SF-1 LBD, luciferase luminescence; Steroidogenic factor 1 (Homo sapiens), Q13285; CHO-K1 Gal4-SF-1 LBD luciferase reporter; % increase over DMSO SF-1-specific signal; activation, % at 10 µM; 65,000 compounds, 1.9% hits;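 active = activation above the mean activation of all tested compounds plus 3 SD, cut at about 50% in these data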
Target sequence (Q13285 whole entry, looked up, the tested form may be a part): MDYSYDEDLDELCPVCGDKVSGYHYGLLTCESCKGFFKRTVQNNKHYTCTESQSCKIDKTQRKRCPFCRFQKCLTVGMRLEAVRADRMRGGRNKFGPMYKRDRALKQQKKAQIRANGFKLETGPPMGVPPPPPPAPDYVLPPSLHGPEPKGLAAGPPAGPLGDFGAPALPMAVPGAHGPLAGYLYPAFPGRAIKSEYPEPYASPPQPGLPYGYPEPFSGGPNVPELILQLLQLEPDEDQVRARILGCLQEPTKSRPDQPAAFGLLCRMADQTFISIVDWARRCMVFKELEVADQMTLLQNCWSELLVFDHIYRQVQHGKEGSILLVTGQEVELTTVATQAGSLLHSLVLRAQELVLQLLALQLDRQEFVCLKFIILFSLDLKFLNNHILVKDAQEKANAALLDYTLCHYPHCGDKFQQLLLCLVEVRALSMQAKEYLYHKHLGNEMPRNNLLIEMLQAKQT
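Test system: CHO-K1 cells with Gal4–hSF-1 LBD chimera plus Gal4-driven luciferase; Input: 4,000 cells/well; Compound: 10 µM only; Times: 20 h compound treatment, 37 °C; Measured by: steady-glow luciferase luminescence, read after 15 min reagent incubation; Measure: percent activation versus DMSO; Control set: DMSO and mock-transfected background; Replicates: one test per compound.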
tolC growth inh: growth inhibitors of E. coli tolC mutant, primary screen, strain BW25113 ΔtolC::kan, 384-well | AID 573, 2007 | 65,000 compounds, 2.2% hits | OD615 | growth inhibition, % at 10 µM (by protocol);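 active = growth inhibition at or above a cutoff equal to the mean over every tested compound plus 3 SD, cut at about 60% in these data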;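 also: growth measured after 20 h incubation at 37 °C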
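Test system: tolC-deleted E. coli BW25113 | Medium: LB with kanamycin 50 µg/mL | Compound dosing: Single concentration, 10 µM final per compound | Schedule: 37 °C, 20 h exposure | Measured by: OD at 615 nm | Evaluation: Percent growth inhibition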
HTR1E agonist: 5-HT1E receptor agonists, primary screen, cell-based, HTS. CHO 5-HT1E Ga15 NFAT-bla reporter, FRET; 0% DMSO wells, 100% control agonist wells. AID 574, 2007. activation, % at 6 µM. 65,000 compounds, 0.69% hits. 5-hydroxytryptamine receptor 1E (Homo sapiens), P28566;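 active = activation above a set limit, the screen-wide mean activation plus 3 SD, cut at about 8.5% in these data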;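 also: 100% = positive control agonist at 1 µM giving full maximal response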
RORa activator: activators of orphan receptor RORA, primary screen, cell-based, luminescence; activation, % at 10 µM; 65,000 compounds, 1.5% hits; CHO-K1 Gal4-RORA LBD luciferase reporter; percent increase over mock-subtracted basal signal;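 active = activation above the mean of all tested compounds plus 3 SD, cut at about 49% in these data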;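 also: 0% = DMSO-treated RORA cells and 100% = added signal equal to DMSO minus mock-transfected cells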
Target sequence (P35398 whole entry, looked up, the tested form may be a part): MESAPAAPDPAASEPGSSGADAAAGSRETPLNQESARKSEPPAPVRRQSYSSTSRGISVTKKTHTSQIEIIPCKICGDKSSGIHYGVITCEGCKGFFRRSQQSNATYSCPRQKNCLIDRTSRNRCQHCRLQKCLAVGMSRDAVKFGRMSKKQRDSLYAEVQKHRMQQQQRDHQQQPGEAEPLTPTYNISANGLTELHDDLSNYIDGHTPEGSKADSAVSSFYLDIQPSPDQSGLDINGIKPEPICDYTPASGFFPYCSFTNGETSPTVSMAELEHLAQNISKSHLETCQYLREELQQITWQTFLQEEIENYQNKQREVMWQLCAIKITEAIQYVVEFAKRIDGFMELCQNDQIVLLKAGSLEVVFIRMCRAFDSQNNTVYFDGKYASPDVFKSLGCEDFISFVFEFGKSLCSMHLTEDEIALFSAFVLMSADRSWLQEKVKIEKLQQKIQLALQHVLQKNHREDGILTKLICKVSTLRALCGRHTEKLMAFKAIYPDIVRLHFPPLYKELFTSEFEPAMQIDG
NADH enzymes: inhibitors of PK/LDH coupling enzymes, profiling panel, artefact control, biochemical, MLSMR library | coupled PK/LDH NADH assays, four targets | IC50, µM (series often up to 10 µM), inactives show at the top dose inhibition | 65,000 compounds, 0.02% hits | AID 774, 2007;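 active = single-dose screening hits from any of four coupled enzyme assays that gave an IC50 when retested across doses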;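 also: the DPM-DC format reads NADH fluorescence rather than 340 nm absorbance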
An asterisk follows results filed as active; · = no result given; [ ] = another dose, or the depositor's remark.

SMILES	HTR1E antagonist	MMP-13 inhibitor	HTR1A agonist	5HT1a antag	SF1 activator	tolC growth inh	HTR1E agonist	RORa activator	NADH enzymes
CC(C)(C)NC(=O)c1ccc2c(c1)C(=O)N(C1CCCCC1)C2=O	12	1	-0.6	11	31	6	-0.4	32	6%
COCCN(C(=O)c1csnn1)C(C(=O)NC1CCCCC1)c1cccs1 (centres undefined)	4	-3	-1.9	14	-2	0	2.2	3	3%
NC(=S)c1ccc(C(N)=S)o1	3	-6	-0.7	8	9	-6	0.0	-10	12%
O=C(Cn1c(NCCCO)nc2ccccc21)c1cccc(Br)c1	-7	6	-1.1	8	18	10	0.1	-4	7%
COc1ccc(NC(=O)Cn2nnc(-c3ccccc3NC(=O)c3cccs3)n2)cc1	4	-3	0.4	14	2	-4	0.1	44	6%[fluoresces]
CCOCCCNC(=O)C(NC(=O)c1ccccn1)c1ccc(C)cc1 (centres undefined)	0	0	-1.5	-6	6	8	0.2	10	2%
Cc1cc2ccccc2n2c(SCC(=O)N3CCN(C(=O)c4ccco4)CC3)nnc12	10	0	2.1	16	3	4	0.1	1	6%
CC(C)CNC(=O)c1cc(-c2ccc(Br)cc2)on1	-16	2	-1.0	-8	52*	1	0.5	39	5%
CC(=O)Nc1cccc(NC(=O)C2CC3CCC2C3)c1 (centres undefined)	0	0	-0.7	10	7	-2	-0.8	9	2%
CC1=C(C)C(=O)N(c2ccccn2)C1=O	-8	-1	0.6	0	2	-29	-0.4	-9	6%
Cc1ccccc1NC(=O)C1Cc2ccccc2C(=O)O1 (centres undefined)	-2	1	-1.9	-11	-5	-10	0.3	2	2%
CCn1c(=S)sc2c(=O)n(-c3ccccc3)c(SC)nc21	-6	11	2.1	-4	-1	49	1.1	-27	2%
CCOC(=O)CSc1nc(CC)nc2ccccc12	9	4	-3.3	7	-1	7	-0.1	-2	4%
CC(C)NCC(O)COc1ccc(CCOCC2CC2)cc1 (centres undefined)	6	-12	0.2	·	-7	12	-0.4	-22	2%
CCOC(=O)N1CCC(NC(=O)c2cc(S(=O)(=O)N3CCCC3)cn2C)CC1	22	-4	-0.9	1	-7	-15	-0.4	6	9%
Cc1cc(C)c(-c2cc(C(F)(F)F)no2)c(=O)[nH]1	-6	-40	-1.2	-12	0	3	0.1	-9	12%[fluoresces]
NC(=O)c1nc(N2CCOCC2)nc(N2CCOCC2)n1	-7	5	-1.4	3	20	-12	0.4	-8	0%
CCOc1ccc(-c2cc(NC(=O)Cn3ncc4c3-c3ccccc3OC4)on2)cc1OCC	13	-6	0.5	-16	24	12	2.1	23	4%
CCC(C)C(NS(=O)(=O)c1ccc(C)cc1)C(=O)NCCN1CCOCC1 (centres undefined)	1	4	-3.9	6	12	-16	-1.1	-11	2%
CCCC(=O)Nc1ccccc1NC(=O)CCC	-9	-1	-3.8	-3	18	-12	-0.1	-12	2%
Cc1ccccc1-n1c(Cn2c(=O)sc3ccccc32)nnc1SCC(=O)N1CCCC1	3	3	1.9	2	-17	-2	-0.7	-12	3%
CCOc1ccc(C(=O)c2ccncc2)cc1	4	-2	-0.8	1	2	3	0.3	-5	5%
CCOc1cc2[nH]c(=O)n(CC3CCC(C(=O)NC(C)CC)CC3)c(=O)c2cc1OCC (centres undefined)	3	-7	-0.9	-5	-5	-8	-0.3	-23	5%
O=C(Cc1ccccc1)Nc1nnc(-c2ccco2)s1	2	3	-4.7	11	37	-13	-1.3	2	3%
COc1ccc(OC)c(S(=O)(=O)NCc2cn3c(C)csc3n2)c1	-9	-1	1.8	2	5	-5	0.4	-6	8%
C=CCN1C(=O)C2(/C(=C(\O)c3ccc4c(c3)OCCO4)C(=O)C(=O)N2CCCOC)c2ccccc21 (centres undefined)	4	4	-4.0	1	-12	-27	0.0	3	1%
CCOc1ccc(OCC)c(NS(=O)(=O)c2ccc3c(c2)n(C)c(=O)c(=O)n3C)c1	2	-3	-0.1	-3	25	-6	0.9	-7	3%
Cc1cccc(C)c1OCC(O)CNS(=O)(=O)c1ccccc1C(=O)N1CCCCC1 (centres undefined)	6	4	-0.1	·	2	-2	0.1	-3	1%
O=C(O)C1CCN(C(=O)COc2ccc3c4c(c(=O)oc3c2)CCC4)CC1	-5	-29	-3.0	9	1	-13	-0.8	-14	18%
Cc1cccc(-n2ncc3c(NC(C)C)ncnc32)c1	21	-9	-1.3	21	28	-15	0.9	33	3%
CCOC(=O)c1c(NC(=O)CSc2nnnn2C)sc(C)c1C	5	8	-4.4	-2	-10	20	0.5	-11	7%
Cc1ccc(S(=O)(=O)NC(C)C(=O)NC2CCCCCC2)cc1 (centres undefined)	4	4	1.2	8	3	-9	1.0	10	7%
COc1ccc(C2(O)CCN(CC(=O)Nc3nccs3)CC2)c(OC)c1	-1	-2	0.6	-7	5	-6	-0.6	-2	7%
O=C(Nc1nccs1)C1CCN(S(=O)(=O)c2ccc3c(c2)OCCCO3)CC1	-3	-7	-1.6	-2	1	-1	-0.5	-11	5%
CCOc1ccc2[nH]cc(S(=O)(=O)c3ccc(F)cc3)c(=O)c2c1	6	2	-1.3	9	-4	-4	-0.9	-1	6%
Cc1ccc(Cl)cc1N1CCN(C(=O)C2CCC(=O)N2C(C)C)CC1 (centres undefined)	-4	-1	-2.5	9	1	-6	1.8	21	6%
COc1ccc(S(=O)(=O)N(C)CC(=O)N2CCCCCC2)cc1OC	-3	4	-2.5	-6	-1	-11	0.6	1	3%
CCOC(=O)N1CCN(S(=O)(=O)c2cccs2)CC1	3	-2	-1.0	-2	1	-4	1.1	-13	0%
O=C(O)C1CCN(c2nc(-c3ccccc3)nc3c2oc2ccccc23)CC1	15	-6	2.1	11	-18	42	0.9	-20	5%
COc1ccc2c(c1)OC(O)(C(F)(F)C(F)F)CC2=O (centres undefined)	-3	4	-0.6	6	3	100*	12*	-1	1%
Cc1ccc2nc3ccc(N4CCCC4)nn3c(=O)c2c1	-5	-10	-4.4	-7	46	11	-0.1	54*	5%
COC(=O)c1cccc(Nc2nc3ccccc3nc2C)c1	-3	1	-1.2	6	-2	3	0.1	-5	4%
CCN1CCN(C(=O)c2cc3c(=O)n4ccccc4nc3n2Cc2ccccc2)CC1	11	-194[fluorescence artefact?]	-0.3	-8	-12	-8	-0.8	7	2%[fluoresces]
O=C(CSc1ccc(Cl)cc1)OCc1nnc(-c2ccccc2)o1	-5	0	-1.9	14	-17	2	0.0	4	4%
CNc1nnc(CSc2nc3ccccc3s2)s1	-1	-2	-2.7	-4	25	4	0.9	30	6%
Cc1ccc(NC(=O)c2c(O)c3ccccc3n(C)c2=O)nc1	-8	2	-3.9	3	44	17	-0.1	18	8%
COC(=O)c1ccc(Oc2ccc3nnc(C)n3n2)cc1	-10	-5	-2.7	12	2	-16	-0.4	-3	1%
O=C(Cc1ccc(Br)cc1)c1ccc(O)cc1O	9	0	-3.0	23	84*	95*	-1.6	37	0%
CN1CCC(N(C)C(=O)c2ccccc2Nc2ccc(SC(F)F)cc2)CC1	3	-4	-2.8	8	2	5	-0.8	7	3%
CCOCCn1c(N(C)Cc2ccccc2)nc2c1c(=O)[nH]c(=O)n2C	6	3	-1.7	9	-16	-1	-0.1	-28	2%
CCC(C)n1c(C)nc2c(c1=O)c1nc3ccccc3nc1n2-c1ccc2c(c1)OCCO2 (centres undefined)	-1	5	1.8	-4	4	6	0.1	16	6%
C=CCn1c(SCn2nnc3ccccc3c2=O)nnc1-c1ccc(F)cc1	0	-2	-2.7	-5	-2	14	0.3	-16	6%
CC(=O)C1=C(C)OC(N)=C(C#N)C1c1ccncc1 (centres undefined)	-20	-2	-2.9	-12	-19	-20	-0.4	-6	2%
CS(=O)(=O)N(CCc1ccccc1)CC(=O)N1CCN(Cc2ccc3c(c2)OCO3)CC1	7	7	-1.2	-1	-15	13	-0.7	-19	8%
COc1cc(OC)c(C2C(C(=O)N3CCOCC3)=C(C)NC3=C2C(=O)CC(C)(C)C3)cc1OC (centres undefined)	-7	1	-0.9	-5	-9	-14	0.2	3	4%
COc1cc2c(C(=O)NCc3ccc4c(c3)OCO4)cn(C)c(=O)c2cc1OC	9	-5	-1.5	-16	-4	-15	0.4	-6	4%
CCOC(=O)CC(=O)CSc1nnc2c(n1)[nH]c1ccccc12	4	1	-1.5	-8	53*	-6	1.1	45	11%
CCn1c(=O)cc(SCC(=O)NCc2ccc3c(c2)OCO3)c2ccccc21	-5	1	0.2	-3	1	18	-0.1	-20	3%
O=C(CS(=O)(=O)Cc1ccccc1)N1CCN(C(=O)c2ccco2)CC1	-8	-1	-0.2	5	6	-15	0.5	-5	6%

Grouped by structure: those above with two or more sulfur atoms.
SMILES	HTR1E antagonist	MMP-13 inhibitor	HTR1A agonist	5HT1a antag	SF1 activator	tolC growth inh	HTR1E agonist	RORa activator	NADH enzymes
COCCN(C(=O)c1csnn1)C(C(=O)NC1CCCCC1)c1cccs1 (centres undefined)	4	-3	-1.9	14	-2	0	2.2	3	3%
NC(=S)c1ccc(C(N)=S)o1	3	-6	-0.7	8	9	-6	0.0	-10	12%
CCn1c(=S)sc2c(=O)n(-c3ccccc3)c(SC)nc21	-6	11	2.1	-4	-1	49	1.1	-27	2%
Cc1ccccc1-n1c(Cn2c(=O)sc3ccccc32)nnc1SCC(=O)N1CCCC1	3	3	1.9	2	-17	-2	-0.7	-12	3%
COc1ccc(OC)c(S(=O)(=O)NCc2cn3c(C)csc3n2)c1	-9	-1	1.8	2	5	-5	0.4	-6	8%
CCOC(=O)c1c(NC(=O)CSc2nnnn2C)sc(C)c1C	5	8	-4.4	-2	-10	20	0.5	-11	7%
O=C(Nc1nccs1)C1CCN(S(=O)(=O)c2ccc3c(c2)OCCCO3)CC1	-3	-7	-1.6	-2	1	-1	-0.5	-11	5%
CCOC(=O)N1CCN(S(=O)(=O)c2cccs2)CC1	3	-2	-1.0	-2	1	-4	1.1	-13	0%
CNc1nnc(CSc2nc3ccccc3s2)s1	-1	-2	-2.7	-4	25	4	0.9	30	6%
